# Screening results from PubChem.
# ALOX12 inh: Primary qHTS assay for inhibitors of human arachidonate 12S-lipoxygenase (ALOX12): Round 2; 580,000 compounds, 1.1% hits; Potency, µM (titrated, usually from 108 µM), inactives show top-dose activity change, negative = inhibition, most hits filed as inhibitors; Polyunsaturated fatty acid lipoxygenase ALOX12 (Homo sapiens), P18054; AID 1671190, 2021; purified 12hLO, xylenol orange hydroperoxide absorbance; active = well fitted inhibition curve with a large enough effect; inconclusive = small, poorly fitted or top-dose-only effect, or another doubt; inactive = no such curve, though single readings can be large or run the other way
# Target sequence (P18054 whole entry, looked up): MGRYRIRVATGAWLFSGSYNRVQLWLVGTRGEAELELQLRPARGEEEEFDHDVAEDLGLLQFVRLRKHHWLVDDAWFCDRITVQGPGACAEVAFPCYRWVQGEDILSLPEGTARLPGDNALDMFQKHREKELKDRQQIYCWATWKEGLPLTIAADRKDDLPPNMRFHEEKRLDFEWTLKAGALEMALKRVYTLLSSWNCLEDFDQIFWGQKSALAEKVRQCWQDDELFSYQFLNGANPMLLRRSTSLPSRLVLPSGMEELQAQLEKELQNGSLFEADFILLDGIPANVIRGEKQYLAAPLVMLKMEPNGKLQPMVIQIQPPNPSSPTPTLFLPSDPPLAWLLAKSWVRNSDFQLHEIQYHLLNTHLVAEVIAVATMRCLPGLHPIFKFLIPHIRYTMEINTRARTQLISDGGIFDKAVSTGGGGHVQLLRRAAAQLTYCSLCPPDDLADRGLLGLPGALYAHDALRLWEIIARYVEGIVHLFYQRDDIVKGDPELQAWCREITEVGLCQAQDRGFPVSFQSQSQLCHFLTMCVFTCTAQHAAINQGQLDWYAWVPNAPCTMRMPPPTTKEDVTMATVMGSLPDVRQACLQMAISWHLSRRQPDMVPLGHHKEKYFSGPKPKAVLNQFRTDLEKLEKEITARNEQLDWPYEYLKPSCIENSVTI
#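 Hydroperoxide product was detected by ferrous iron/xylenol orange as the 573 to 405 nm absorbance ratio. Arachidonic acid at 40 uM (final) was turned over for 30 min at room temperature by 150 nM human 12hLO, pH 7.0 Hepes buffer, after 15 min compound preincubation.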
# Numbers without * were called inactive; ? = inconclusive; [ ] = remark or other dose. % is scaled to controls: 0 for no effect and ±100 for the full control effect; potency is read from the fitted curve at half-maximal effect. Some of the compounds tested (hit frequency here may not be typical).
SMILES,ALOX12 inh
CCOc1ccc(C(=O)Nc2ccc3c(c2)CCC(=O)N3CC(C)C)cc1,58.8%[activator]
Cc1c2c(nc3ccccc13)-c1ccccc1CC2,-49.9%
COc1ccccc1-n1c(=O)n(CC(=O)NC(C)c2ccccc2)c(=O)c2c(C)cc(C)nc21 (configuration not stated),?
O=C(Nc1nc2ccccc2[nH]1)c1cccc(S(=O)(=O)N2CCc3ccccc32)c1,2.6%
COc1ccc(-c2nc(-c3c(C)noc3C)cc3[nH]c(C)cc23)cn1,7.8%[176 µM]
COC(=O)[C@@]1(Cc2ccc(F)cc2)[C@H]2c3cc(C(=O)N(C)C)n(Cc4ccc(S(C)(=O)=O)cc4)c3C[C@H]2CN1C(=O)c1ccccc1,-13.5%
CC(C)(Oc1nn(Cc2cccc(Cl)c2)c2ccccc12)C(=O)NCCCn1ccnc1,51.9%[activator]
COc1cccc(C(=O)N2CCc3[nH]nc(C(=O)NC4CCN(C)CC4)c3C2)c1,12.1%
COCCn1c(C2CC(=O)N(c3cc(Cl)ccc3OC)C2)nc2ccccc21 (configuration not stated),-4.0%
COCC(=O)N[C@@H]1CN(Cc2ccc(OC)cc2OC)C[C@H]1CO,35.3%[activator]
O=C(O)COCC(=O)N1CC[C@H](c2nc3ccccc3[nH]2)C1,?
COc1ccc(CNC(=O)C(C)OC(=O)c2cc(Cl)c[nH]2)cc1 (configuration not stated),?
CC(C)CC(=O)N1CCCN(c2nnc3ccccn23)CC1,46.4%[activator]
CC(C)CCSc1ccccc1C(=O)O,22.6%
CC1(C(O)(C#CC[N+]2(Cc3ccccc3Cl)CCCCC2)c2ccccc2)CCCC1 (configuration not stated),?
CN1CCN(N)CC1,-6.1%[22.9 µM]
C/C(=N/Nc1ccc([N+](=O)[O-])cc1[N+](=O)[O-])C1CCCCC1,6.7%
COc1ccc(C(=O)c2c(N)c(-c3nc4ccccc4[nH]3)c3ccccn23)cc1,27.7%
CCc1cccc(NC(=O)Nc2cccc(-c3ccc(N4CCOCC4)nn3)c2)c1,-8.0%
CCCCCCN1CCS(=O)(=O)N(Cc2ccccc2)C(C(=O)OC)C1 (configuration not stated),14.6%
CCCN1CCc2[nH]cnc2C12CCN(C(=O)c1ccc(CSC)o1)CC2,29.2%
O=C(N1C[C@H](CO)C[C@H](CN2CCCC2)C1)C1(Cn2cccn2)CC1,57.0%[activator]
CSc1ccc(C2=NN(S(=O)(=O)c3ccccc3)C(c3ccc4nccnc4c3)C2)cc1 (configuration not stated),?
CCCCCn1nc(C(=O)OCC(=O)Nc2ccc3c(c2)OCO3)c2ccccc2c1=O,-7.8%
COc1ccc(CC(=O)Nc2nc(-c3nc4ccccc4s3)cs2)cc1,-8.4%

# By substructure, the compounds so far containing a Cl atom (4)
SMILES,ALOX12 inh
CC(C)(Oc1nn(Cc2cccc(Cl)c2)c2ccccc12)C(=O)NCCCn1ccnc1,51.9%[activator]
COCCn1c(C2CC(=O)N(c3cc(Cl)ccc3OC)C2)nc2ccccc21 (configuration not stated),-4.0%
COc1ccc(CNC(=O)C(C)OC(=O)c2cc(Cl)c[nH]2)cc1 (configuration not stated),?
CC1(C(O)(C#CC[N+]2(Cc3ccccc3Cl)CCCCC2)c2ccccc2)CCCC1 (configuration not stated),?

# (further entries)
SMILES,ALOX12 inh
Cc1cccc(S(=O)(=O)N2CCCN(C(=O)C3CC3)c3ccccc32)c1,18.6%
C=CCO[C@@H]1C[C@H]2C(=O)Nc3ccc(-c4ccc(OC)cc4)cc3C(=O)N2C1,-2.8%[176 µM]
O=C1CC(c2ccccc2)N(C(=O)CNC(=O)C2CCCC2)CCCCCCN1 (configuration not stated),11.1%
N#Cc1ccc(C(=O)NC2CCN(c3cc(-c4ccc(Cl)cc4)[nH]n3)CC2)cc1,28.9%
Cc1cc(CN2CCn3c(nnc3-c3ccccc3)C2)no1,9.3%[6.33 µM]
CCC(=O)NCCC1CCN(C(=O)Nc2ccccc2F)CC1,14.9%
COc1ccc(S(=O)(=O)N[C@H]2C[C@@H](c3nc(C(C)C)no3)N(C)C2)cc1,-3.3%[176 µM]
O=C(N[C@@H]1CN(C(=O)c2nccc3ccccc23)CC[C@@H]1CO)C1CC1,-0.6%
O=C(c1cccc(OC(F)F)c1)N1CCn2nc(C(O)C3CC3)cc2C1 (configuration not stated),56.4%[activator]
CCOC(=O)[C@]12CCC=C1N(CCC1=CCCCC1)C(=O)[C@H](CC(=O)N1CCSCC1)C2,?
Cc1ccc(C(=O)N2C[C@@H](CO)[C@H](c3ccccn3)C2)c(=O)[nH]1,22.4%
CCNS(=O)(=O)c1ccc(C)c(C(=O)NCc2coc(-c3cccs3)n2)c1,-7.6%
O=C1CCCc2[nH]cc(-c3ccccc3)c21,-18.2%
COc1ccccc1-c1cc(C(=O)NCc2cccnc2)c2c(c1)N(C)CCO2,30.3%[activator][176 µM]
O=C(NC1CC(=O)N(Cc2ccccc2C(F)(F)F)C1)c1ccc[n+]([O-])c1 (configuration not stated),24.1%
O=C(NCC(F)(F)F)C1CCCN(c2nc3ncccc3o2)C1 (configuration not stated),22.9%[176 µM]
O=C(NC1CC1)c1nc(-c2ccccc2)c2ccccn12,61.5%[activator][176 µM]
O=C1N(Cc2cccnc2)C(=O)C2(CCN(Cc3cc(F)ccc3F)CC2)N1CCc1ccccc1,12.6%
O=c1ccc2ccc(OS(=O)(=O)c3ccc4c(c3)CCCC4)cc2o1,?
CCN(CC)Cc1ccc(CNC(=O)c2nccnc2N)cc1,2.0%
CCc1nnc(NC(=O)Cc2c(C)c3ccc(OC)c(OC)c3oc2=O)s1,-19.9%
Cc1ccc(-c2csc3ncn(CC(=O)c4cc(C)n(C5CC5)c4C)c(=O)c23)s1,-10.4%
Cn1c(=O)c2c(nc(Sc3ccccc3N)n2Cc2ccc(F)cc2)n(C)c1=O,?
CC(C)(C)C(=O)/C=c1/[nH]c(=O)/c(=C/c2ccc(O)c(Cl)c2)s1,-38.1%
NCC(=O)N1Cc2ccccc2CC2(CCN(CC3CCNC3)C2)C1 (configuration not stated),10.9%[6.33 µM]
SMILES,ALOX12 inh
O[C@H]1CCCC[C@@H]1NC1CCN(c2nc3ccc(Cl)cc3s2)CC1,-20.6%
OCC1(CN2CCCC2)CCN(Cc2cccc(O)c2)CC1,67.7%[activator]
Cc1ccc(N(C(C)C(=O)Nc2cccc(Cl)c2C)S(C)(=O)=O)cc1C (configuration not stated),0.1%
c1cc(C2CC2)[nH]n1,-9.0%
CCCCc1nc(NCCOCCO)c(C#N)c2c1CCCC2,3.3%
COC1CN(C2CCN(C(=O)c3cnccn3)CC2)C12CCOCC2 (configuration not stated),61.4%[activator]
CNCc1ccc(-c2cccc(C(F)(F)F)c2)o1,?
CCCc1nc(Cn2cnc3c2c(=O)n(C)c(=O)n3C)cs1,?
Cc1ccc(OCC(=O)N2CCC(c3noc(-c4ccccn4)n3)C2)cc1 (configuration not stated),-2.4%
O=C(Cc1cccc(Cl)c1)N1CCC(n2cnnc2C2CC2)CC1,11.3%
CC1CCCN(c2ncnc3c2CN(c2cccnc2)C(=O)CN3C)C1 (configuration not stated),29.9%
COc1ccc(-c2nc(C)nc3c2CCN([S+](=O)([O-])c2cccc(OC)c2)CC3)cc1,-4.0%
COc1ccc2c(COC(=O)c3ccc(OCC4CCCO4)cc3)cc(=O)oc2c1 (configuration not stated),-29.7%
COc1cccc(NC(=O)[C@@H]2C[C@@H](c3ccc(F)cc3)N([S+](=O)([O-])c3cccnc3)C2)c1,2.4%
CN1CCCCC1=NCCn1cnc2c1c(=O)n(C)c(=O)n2C,14.6%
Cn1cnc2c1c(=O)n(CCCSc1nc3ccccc3[nH]1)c(=O)n2C,-11.1%
CC(C)(O)CCc1ccc(C(=O)N2CCC(c3cccc(O)c3)CC2)cc1,26.7%
COc1ccc2[nH]c(C[C@@H]3C[C@@H](C(C)C)[C@H](CNC(=O)C4CCC4)C=C3C)nc2n1,38.3%[activator][176 µM]
CC(=O)c1cn(CC(=O)NCc2ccccc2)c2ccccc12,14.8%
Cn1cccc1CN1CCC(N2CC(OCC3CC3)C23CCCCC3)CC1 (configuration not stated),84.1%[activator]
CC(C)c1ccc2[nH]c(C(C)(C)C)c(C=O)c2c1,?
CCCc1nc(C(=O)N(C)CCSc2ccc(C)cc2)cs1,39.3%[activator]
COc1ccc(C(N)=O)c(OCc2coc(-c3ccccc3)n2)c1,?
O=c1c2nccnc2nc(SCc2ccccc2Cl)n1Cc1ccc2c(c1)OCO2,?
COC(=O)c1sc2ccccc2c1S(=O)(=O)Nc1cc(OC)ccc1OC,1.0%

# The last 2 entries of the section before open the next one.
SMILES,ALOX12 inh
O=c1c2nccnc2nc(SCc2ccccc2Cl)n1Cc1ccc2c(c1)OCO2,?
COC(=O)c1sc2ccccc2c1S(=O)(=O)Nc1cc(OC)ccc1OC,1.0%
CN1CC(=O)N(c2ccccc2F)Cc2c(NC3CCNCC3)ncnc21,?
O=C([C@@H]1C[C@H](F)CN1C(=O)Nc1cc(F)cc(F)c1)N1CCCCC1,5.3%
CC1(c2ccccc2)N(Cc2ccccc2)C(=O)OC12CCN(Cc1cccnc1N)CC2 (configuration not stated),-2.3%
CN(CC(=O)N1CCC(CCOc2ccc(F)cc2)C1)S(=O)(=O)c1ccc2c(c1)oc(=O)n2C (configuration not stated),-0.2%
O=C1CCN(C(=O)NCCc2ccccc2)CCCC(c2nc(-c3cccnc3)no2)CCN1 (configuration not stated),57.1%[activator]
O=C(OCCOc1cccc(Br)c1)c1ccccc1C(=O)c1ccc(Cl)cc1,1.8%
CC1CCC(NC(=O)C23CC4CC(CC(Cl)(C4)C2)C3)CC1 (configuration not stated),14.3%
O=C1NCc2ccc(-c3cc4c(ccn4Cc4cccnc4)c(C4=CCOCC4)n3)cc21,-0.7%[176 µM]
COc1ccc(NC(=O)COc2ccc(-c3nnc4n3CCCC4)cc2)cc1OC,42.4%[activator]
CNC(=O)C1CN(C(=O)c2nn(-c3ccccc3)c(=O)c3ccccc23)c2ccccc2O1 (configuration not stated),-2.5%
CC(C)c1nc(N2CCCCCC2)ncc1C(=O)O,15.4%
COC(=O)[C@H](Cc1ccccc1)N1CC=CS1(=O)=O,-30.2%
N#Cc1cccc(C(=O)Nc2ccc3ncnc(N4CCCCC4)c3c2)c1,0.3%
O=C(C1CCCN(c2nc3ncccc3o2)C1)N1CCCC1 (configuration not stated),53.8%[activator][176 µM]
COc1ccc(-c2ccc(C#N)c(SCC(=O)Nc3ccccc3Cl)n2)cc1,-4.6%
O=C(c1ncoc1C1CC1)N1CCOC(c2ccc(Cl)cc2)C1 (configuration not stated),-20.3%
CN1CCCN(C(=O)CC2CCCC2)c2ccccc21,8.5%
COCCN1CCOC2(CCN([S+](=O)([O-])c3ccc(F)cc3F)CC2)C1=O,-24.5%[176 µM]
O=C(NC1CCCCCC1)c1cc(-c2ccccn2)nc2c(Cl)cccc12,-18.9%
CCC[C@H]1CN(C(=O)c2nc(-c3ccccc3)[nH]c2C)C[C@@H]1N,34.1%[activator]
Cc1ccc2c(Cl)cc(Cl)c(OCC(=O)NCC(F)(F)F)c2n1,?
Cc1ccc(F)cc1CN1CCOc2cc([S+](=O)([O-])N(C)C)ccc2C1,-21.1%[176 µM]
COc1cccc(CNC(=O)C2CCN(C(=O)c3cc4c(=O)[nH]c(C)cn4n3)CC2)c1,6.0%
COC(=O)[C@@]12C[C@@H](CC(=O)NCCC(C)C)C(=O)N(Cc3ccco3)C1=CCC(C)(C)C2,-1.6%
COc1ccc(CNC(=O)[C@@H](C)C2CC[C@@]3(C)CC[C@H](NC(=O)c4ccc(C#N)cc4)[C@@H](C)[C@@H]3[C@H]2O)cc1 (some centres not stated),6.5%

# Three compounds already listed, arranged by molecular weight, low to high.
SMILES,ALOX12 inh
O=C(C1CCCN(c2nc3ncccc3o2)C1)N1CCCC1 (configuration not stated),53.8%[activator][176 µM]
CCCCCCN1CCS(=O)(=O)N(Cc2ccccc2)C(C(=O)OC)C1 (configuration not stated),14.6%
COc1ccc2[nH]c(C[C@@H]3C[C@@H](C(C)C)[C@H](CNC(=O)C4CCC4)C=C3C)nc2n1,38.3%[activator][176 µM]

# The listing continues:
SMILES,ALOX12 inh
Cc1ccccc1CN1CCc2nc(N3CCN(C)CC3)[nH]c(=O)c2CC1,27.3%
Cc1cc(-c2cc3c(cn2)CN(Cc2ccc4[nH]ccc4c2)CCN3)ccn1,6.3%[176 µM]
CCC(C(=O)NCc1ccc(C(=O)OC)cc1)c1ccccc1 (configuration not stated),10.1%
Cn1ccc2c(NC(=O)C[C@H]3NC(=O)c4ccccc4NC3=O)cccc21,-18.7%
CC(C)(C)C(=O)NCC1CCN(Cc2nc(-c3ccccc3)no2)C1 (configuration not stated),22.2%
COc1ccc2c(c1)CNC2CS(=O)(=O)NCC(C)C (configuration not stated),?
Cc1cc(C)cc(C(=O)NC2CCN(C(=O)c3cc4c(=O)[nH]c(C)cn4n3)CC2)c1,-12.7%
COc1cc(=O)n2c(c1C(=O)Nc1ccc(C(C)C)cc1)CCCC2,36.9%[activator]
N#Cc1nc(-c2ccccc2)oc1NCc1ccccc1,-15.1%
O=C(c1ccc2nccn2c1)N1CCOCC1,-24.9%[176 µM]
Cc1cc(C)c(NC(=O)CN(C)Cc2coc(-c3ccccc3)n2)c(C)c1,-1.6%
COC1CCC12CCN(Cc1scnc1C)CC2 (configuration not stated),33.9%[activator]
COc1ccc(C(=O)N2CCC(n3nccc3NC(=O)c3cccc(F)c3)CC2)cc1C,1.1%
COCc1nc(C2CC(NC(=O)c3cc(Cl)cn3C)C2)cc(=O)[nH]1 (configuration not stated),7.1%
CN(C)c1ccc2nnc(-c3cc(C(=O)N(C)c4ccccc4)ccn3)n2n1,-13.1%[176 µM]
Cc1nc2cc(NC(=O)c3ccc[n+]([O-])c3)ccc2o1,-23.6%
COCCc1noc(CC2CCOC3(CCN(C(=O)NC(C)(C)C)CC3)C2)n1 (configuration not stated),29.1%
O=C(N[C@H](c1ccccn1)C1CC(O)C1)c1ccc2c(c1)ncn2CCO (some centres not stated),-2.6%
Cc1[nH]c2ccc(F)cc2c1CC(=O)NC1CCCCC1,-2.4%
